hERG rescue – hERG rescue from dofetilide block, primary screen, cell-based, CHO-hERG, FluxOR thallium flux, dofetilide IC70; activation (rescue from dofetilide block), less the hit threshold, % at 10 µM; AID 1511, 2009; dofetilide IC70 present; Voltage-gated inwardly rectifying potassium channel KCNH2 (Homo sapiens), Q12809; actives 0.51% (n = 310,000);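 active = activation above the mean of controls blocked by dofetilide plus 5 SD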;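 also: thallium influx through hERG after potassium depolarization seen as dye fluorescence rise; in these data hits start at about 4.7%; inactives centre near -7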
KCNK3 block – human KCNK3 channel inhibitors, primary screen, CHO cells, FluxOR thallium flux, B-score; B-score at 10 µM; FluxOR fluorescence; stronger effect = lower value; Potassium channel subfamily K member 3 (Homo sapiens), O14649; actives 0.84% (n = 340,000); AID 602410, 2012;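 active = B-score under library mean minus 4 SD, starting fluorescence ratio at most library mean plus 5 SD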;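 also: more negative B-score means stronger inhibition of thallium flux through KCNK3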
Target sequence (O14649 whole entry, looked up): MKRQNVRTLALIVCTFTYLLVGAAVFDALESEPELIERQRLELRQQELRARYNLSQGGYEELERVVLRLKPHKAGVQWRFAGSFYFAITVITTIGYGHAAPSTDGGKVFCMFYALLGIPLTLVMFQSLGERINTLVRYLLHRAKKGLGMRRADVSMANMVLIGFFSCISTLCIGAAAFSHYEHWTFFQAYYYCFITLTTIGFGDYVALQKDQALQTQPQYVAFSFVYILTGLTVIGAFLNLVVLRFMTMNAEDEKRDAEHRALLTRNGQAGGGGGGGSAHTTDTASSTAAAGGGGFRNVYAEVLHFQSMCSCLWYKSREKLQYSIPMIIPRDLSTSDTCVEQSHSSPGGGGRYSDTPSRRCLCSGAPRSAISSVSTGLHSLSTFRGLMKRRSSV
KCNQ1 pot – potentiators or activators of KCNQ1 channel, primary screen, cell-based, thallium flux, high-throughput; AID 2648, 2010; Potassium voltage-gated channel subfamily KQT member 1 (Homo sapiens), P51787; actives 0.35% (n = 310,000); B-score at 10 µM; CHO-K1 KCNQ1, thallium flux FluxOR fluorescence; stronger effect = higher value;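 active = fluorescence ratio B-score, a plate-corrected score, at least three library SD, with initial intensity B-score within 5 SD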
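Test system: CHO-K1 cells stably expressing KCNQ1 / Medium: assay buffer / Also added: depolarizing K+/Tl+ stimulus, K2SO4 and Tl2SO4 each 12.5 mM in 5x stock / Incubation: 90 min dye loading and 20 min compound exposure, both at room temperature / Signal: thallium influx via FluxOR fluorescence, kinetic imaging / Evaluation: B score of baseline-normalized fluorescence ratio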
KCNQ1 inh – inhibitors of human KCNQ1 channel, primary screen, cell-based, thallium flux, high-throughput | CHO-K1 KCNQ1, FluxOR thallium flux fluorescence; stronger effect = higher value | B-score at 10 µM | Potassium voltage-gated channel subfamily KQT member 1 (Homo sapiens), P51787 | AID 2642, 2010 | actives 1.3% (n = 310,000);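 active = compounds whose thallium flux B-score, printed positive for inhibition, exceeds three library SD while starting fluorescence stays within three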;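 also: channel opened by potassium depolarization with thallium stimulus after 20 min compound exposure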
KCNK9 block – KCNK9 potassium channel inhibitors, primary screen, HEK293 cells, thallium flux; FluxOR thallium flux fluorescence; stronger effect = lower value; B-score at 10 µM; actives 1.2% (n = 310,000); Potassium channel subfamily K member 9 (Homo sapiens), Q9NPC2;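 active = ratio B-score over 3 SD below the library mean, with starting fluorescence within 5 SD of its mean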;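 also: negative B-score means less thallium flux so channel inhibition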
Target sequence (Q9NPC2 whole entry, looked up): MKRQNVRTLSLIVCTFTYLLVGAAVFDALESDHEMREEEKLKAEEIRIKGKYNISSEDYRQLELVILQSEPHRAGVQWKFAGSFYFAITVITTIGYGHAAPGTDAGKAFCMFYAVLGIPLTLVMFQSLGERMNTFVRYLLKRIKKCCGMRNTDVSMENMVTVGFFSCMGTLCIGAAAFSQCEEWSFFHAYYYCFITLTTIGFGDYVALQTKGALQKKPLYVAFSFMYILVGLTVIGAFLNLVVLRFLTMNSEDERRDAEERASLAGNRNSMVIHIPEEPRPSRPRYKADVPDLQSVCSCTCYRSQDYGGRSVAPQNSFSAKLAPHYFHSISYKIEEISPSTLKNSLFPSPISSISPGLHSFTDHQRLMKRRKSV
PolyA inh – polyadenylation inhibitors in yeast reporter cells, primary screen, luminescence, S. cerevisiae; calls only at 12 µM; S. cerevisiae SKY197-pL101 polyadenylation reporter, beta-gal luminescence; efflux-impaired pdr1/pdr3 knockout yeast; score 100 = 6 SD above DMSO; actives 0.02% (n = 300,000);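 active = lowest replicate activity score at least 50, where 100 means six control SD above control mean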;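 also: yeast exposed to compound for 9 h at 30 °C; higher score means more reporter readthrough which indicates perturbed polyadenylation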
TRPC4 agonist – activators of mouse TRPC4 channel, primary screen, Fluo4 calcium, HEK293 TRPC4beta/mu-opioid cells; B-score at 10 µM; actives 0.49% (n = 310,000); Fluo4 calcium fluorescence; stronger effect = higher value;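 active = B-score above 5 SD of library B-scores, and initial fluorescence ratio not above library mean plus 5 SD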;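 also: positive B-score marks a calcium rise read as TRPC4 activation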
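Material: TRPC4beta and mu-opioid receptor HEK293 stable cells | Incubation: 45 min room-temperature Fluo4 loading, 110 s read | Detection: Kinetic Fluo4 calcium fluorescence | Measure: Integrated baseline-normalised fluorescence ratio, converted to per-well B score | Benchmarks: Low control buffer alone, high control maximal DAMGO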
Dyrk1A ADPGlo – rat Dyrk1A kinase inhibitors, primary screen, biochemical, single point, plate reader | Dual specificity tyrosine-phosphorylation-regulated kinase 1A (Rattus norvegicus), Q63470 | ADP-Glo luminescence, NFATc1 peptide | inhibition, % at 12.5 µM | actives 0.43% (n = 310,000) | AID 504441, 2011; in the data active = inhibition above about 50%;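 also: plate controls were vehicle with enzyme for no effect and no enzyme for full effect; many of its hits are not listed in these tables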
TRPC4 block – inhibitors of mouse TRPC4 channel, primary screen, Fluo4 calcium, HEK293 TRPC4beta/mu-opioid cells | actives 0.39% (n = 300,000) | AID 2247, 2010 | DAMGO-evoked Fluo4 calcium flux; stronger effect = lower value | B-score at 10 µM | Short transient receptor potential channel 4 (Mus musculus), Q9QUQ5;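 active = B-score over 3 SD under the library average, no early fluorescence shift, positive overall ratio signal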
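Assay system: HEK293 cells with stable TRPC4beta plus mu-opioid receptor expression. Dosing: single dose. Measured by: Fluo4 Ca2+ flux fluorescence. Also added: DAMGO in two steps, submaximal then maximal. Read-out: B score from integrated Fluo4 fluorescence ratio.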
TRPC4 potent – positive allosteric modulators of TRPC4, primary screen, cell-based, mouse TRPC4beta, HEK293 mu-opioid, Fluo-4 calcium; DAMGO EC20, Fluo-4 Ca2+ flux; stronger effect = higher value; AID 2227, 2009; actives 0.42% (n = 310,000); B-score at 10 µM;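 active = B-score of calcium response area above 5 SD of library B-scores, with initial fluorescence ratio within 5 SD of library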;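 also: B-score of integrated fluorescence ratio over time as area under calcium response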
Platelet DG rel – inhibitors of platelet dense granule secretion, primary screen, cell-based, MLPCN, human platelets | human platelet-rich plasma, SFLLRN dense granule ATP release, luminescence | inhibition, %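 (compounds screened at 7.5 µM in platelet-rich plasma)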 | actives 0.22% (n = 300,000) | AID 1663, 2009;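 active = mean replicate score, as percent of positive control, at or above 50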
The depositor's hits bear a star; i = inactive; nt = no result given. Some of the compounds tested; count on the stated rates, not on these rows.

Structure | hERG rescue | KCNK3 block | KCNQ1 pot | KCNQ1 inh | KCNK9 block | PolyA inh | TRPC4 agonist | Dyrk1A ADPGlo | TRPC4 block | TRPC4 potent | Platelet DG rel
N#CCCN(C(=O)c1ccc2c(=O)n3c(nc2c1)CCCCC3)c1ccccc1 | -11 | i | i | i | i | i | i | 8 | i | i | -12
CCC(C)NC(=O)c1ccc([N+](=O)[O-])c(Cl)c1 (centres undefined) | -2 | i | i | i | i | i | i | -3 | i | i | -8
Cc1cc[n+](-c2[nH]c(=O)sc2/C=N/N=C(\[O-])c2ccccc2)cc1C | -21 | i | i | i | i | i | i | 7 | i | i | -1
COc1ccc(NC(=O)c2ccc3c(c2)OCO3)cc1Cl | -4 | i | i | i | i | i | i | -2 | i | i | 26
C=CCn1c(-c2ccoc2)n[nH]c1=S | -6 | i | i | i | i | i | i | -2 | i | i | 8
Cc1cccc(CSc2nnc(-c3ccco3)o2)c1 | -12 | i | i | i | i | i | i | 7 | i | i | -1
O=S1(=O)N=C(N(CCO)/N=C/c2ccccc2F)c2ccccc21 | -11 | i | i | i | i | i | i | 20 | i | i | 6
C=CCNC(=O)/C(C#N)=C/c1cn(-c2ccccc2)nc1-c1ccc(OC)c([N+](=O)[O-])c1 | -8 | i | i | i | i | i | i | -1 | i | i | 24
Cc1ccc(N=Cc2cccc(O)c2O)c(C)c1 | -15 | i | i | i | i | i | i | 0 | i | i | 6
CC(=O)NCCn1c(SCC(=O)NCCc2ccc(S(N)(=O)=O)cc2)nc2ccccc2c1=O | -2 | i | i | i | i | i | i | -3 | i | i | 0
O=S1(=O)[C@H]2C[C@@H]3C=C[C@@]2(CN1Cc1cccc(C(F)(F)F)c1)O3 | -5 | i | i | i | i | i | i | 0 | i | i | -1
Cc1cccc(NC(=S)NCC23C=CC(O2)C2C(=O)N(c4ccc(Cl)cc4)C(=O)C23)c1 (centres undefined) | -6 | i | i | i | i | i | i | 4 | i | i | 3
CCOc1ccc(-n2nnnc2SCC(=O)c2ccccc2)cc1 | -7 | i | i | i | i | i | i | -2 | i | i | -6
CC(=O)c1cc(C#N)c(NCc2ccccc2)nc1C | -11 | i | i | i | i | i | i | -3 | i | i | -5
COc1ccc(OCCCn2c(=O)oc3ccccc32)cc1 | -7 | i | i | i | i | i | i | 2 | i | i | 1
O=C(NNC(=S)NC1CC2CCC1C2)c1ccc(Cl)cc1 (centres undefined) | -11 | i | i | i | i | i | i | -2 | i | i | 2
Cc1cccc(-c2nnc(SCC(=O)NC3CC3)n2C)c1 | -8 | i | i | i | i | i | i | -4 | i | i | 1
COc1ccc(-c2cc(O)cc(O)c2)cc1 | -6 | i | i | i | i | i | i | 41 | i | i | 4
Cc1ccc(CCN2CC(C(=O)NCc3ccco3)CC2=O)cc1 (centres undefined) | -9 | i | i | i | i | i | i | -14 | i | i | -11
COc1ccc(-c2noc(CCC(=O)Nc3cccnc3)n2)cc1 | -6 | i | i | i | i | i | i | nt | i | i | 7
CCC(C(=O)Nc1ncn[nH]1)(C(F)(F)F)C(F)(F)F | -13 | i | i | i | i | i | i | -7 | i | i | -4
CC1(C)COC(c2cc([N+](=O)[O-])ccc2Cl)=N1 | -7 | i | i | i | i | i | i | -1 | i | i | -1
COC(=O)C1=CN(Cc2ccccc2)C=C(C(=O)OC)C1c1ccc(O)c(OC)c1 | -4 | i | i | i | i | i | i | -3 | i | i | 5
CN(C)C(CN=C1NS(=O)(=O)c2ccccc21)c1ccco1 (centres undefined) | -8 | i | i | i | i | i | i | 2 | i | i | 10
CCCN1C2CCCC1CC(NC(=O)c1cccc(OC)c1)C2 (centres undefined) | 0 | i | i | i | i | i | i | 15 | i | i | 0
Cc1oc(-c2cccs2)nc1CS(=O)CC(=O)NCCCOC(C)C (centres undefined) | -7 | i | i | i | i | i | i | -2 | i | i | 0
Cc1cc(C)c(NC(=O)CS)c(Cl)c1 | -12 | i | i | i | i | i | i | -3 | i | i | 19
CC1CCCCC1NC(=O)CSc1nncn1N (centres undefined) | -2 | i | i | i | i | i | i | -4 | i | i | -3
COc1ccc(Cc2nnc(SCC(=O)NCC3CCCO3)o2)cc1 (centres undefined) | 3 | i | i | i | i | i | i | -6 | i | i | -9
COc1ccccc1OCC(=O)Nc1cccc(C(=O)N2CCOCC2)c1 | -3 | i | i | i | i | i | i | 1 | i | i | 4
CC(C)CC1(C)NC(=O)N(CC(=O)Nc2cccc(S(=O)(=O)N(C)c3ccccc3)c2)C1=O (centres undefined) | -1 | i | i | i | i | i | i | 1 | i | i | 0
CC(=O)Oc1c(Cl)c(N2CCOCC2)c(OC(C)=O)c2ccccc12 | -14 | i | i | i | i | i | i | 20 | i | i | 12
COc1ccc(C)cc1NC(=O)CSc1ccc(Cl)cc1 | -5 | i | i | i | i | i | i | -8 | i | i | 4
O=C1CN(C(=O)COc2ccc(Br)cc2Br)c2ccccc2N1 | -2 | i | i | i | i | i | i | -1 | i | i | -13
CCc1ccccc1NC(=O)CN(c1ccc(OC)cc1OC)S(=O)(=O)c1ccccc1[N+](=O)[O-] | -6 | i | i | i | i | i | i | -1 | i | i | -1
CC(C)CNC(=O)c1ccc2c(c1)C(=O)N(C1CCCCC1)C2=O | -8 | i | i | i | i | i | i | 24 | i | i | -1
Cc1ccc(OC(=O)CCS(=O)(=O)c2ccc(C)cc2)cc1 | -10 | i | i | i | i | i | i | 9 | i | i | 20
O=C(Cc1ccc(F)cc1)Nc1ccc(Cl)cn1 | -7 | i | i | i | i | i | i | 21 | i | i | 15
COc1ccc(-c2[nH]ncc2CN(C)Cc2cnccn2)c(OC)c1 | -9 | i | i | i | i | i | i | nt | i | i | -4
O=C(CCNC(=O)c1ccccc1)Nc1ccc(F)c(Cl)c1 | -11 | i | i | i | i | i | i | 1 | i | i | -4
Cc1ccccc1N=Cc1c(O)n(-c2nccs2)c(=O)c2ccccc12 | -2 | i | i | i | i | i | i | 5 | i | i | 3
C=CCn1c(SCC(=O)N2CCCC2)nc2scc(-c3cccs3)c2c1=O | -12 | i | i | i | i | i | i | 1 | i | i | -4
Cc1ccc(C(=O)N2CCCC(Nc3ccc(F)cc3)C2)cc1C (centres undefined) | -8 | i | i | i | i | i | i | -2 | i | i | -20
COc1ccc(C(=O)NCCSCc2ccc(C)cc2)cc1 | -6 | i | i | i | i | i | i | -2 | i | i | 0
CCOC(=O)C(NC(C)=O)(Nc1ccc(S(=O)(=O)Nc2nccs2)cc1)C(F)(F)F (centres undefined) | -10 | i | i | i | i | i | i | -4 | i | i | nt
CC(C)COC(=O)c1ccc2c(c1O)C(=O)c1ccccc1C2=O | -9 | i | i | i | i | i | i | 7 | i | i | 10
CCOc1ccccc1NC(=O)CN(c1ccc(OC)cc1)S(=O)(=O)c1c(C)noc1C | -7 | i | i | i | i | i | i | 10 | i | i | 10
CC(C)(C)NC(=O)C(c1ccc(F)cc1)N(Cc1ccco1)C(=O)Cn1nnc(-c2cccs2)n1 (centres undefined) | -8 | i | i | i | i | i | i | -1 | i | i | -5
COc1cc2c(cc1OC)CN(Cc1cc(=O)n3c(-c4ccccc4)csc3n1)CC2 | -6 | i | i | i | i | i | 122* | -8 | i | i | -5
CC(C)CC1NC(=O)N(CC(=O)N2CCN(S(=O)(=O)c3ccc4ccccc4c3)CC2)C1=O (centres undefined) | -9 | i | i | i | i | i | i | -8 | i | i | -19
CCN1CCN(c2ccc(S(=O)(=O)N(CC)CC)cc2[N+](=O)[O-])CC1 | -9 | i | i | i | i | i | i | -2 | i | i | 4
CCCc1cc(=O)[nH]c(SC/C=C/c2ccccc2)n1 | -2 | i | i | i | i | i | i | nt | i | i | 1
CC(=O)COc1ccc2c(c1C)O/C(=C\c1ccco1)C2=O | -8 | i | i | i | i | i | i | 6 | i | i | 7
C=CCNc1nc(Nc2ccc(OC)cc2OC)nc(OCC)n1 | -7 | i | i | i | i | i | i | 0 | i | i | -6
Cc1nc(=O)c(-c2ccccc2)c(C)n1Cc1ccccc1 | 2 | i | i | i | i | i | i | -6 | i | i | -5
CC(=O)N1CCc2c(sc(NC(=O)CS(=O)(=O)c3ccc(F)cc3)c2C#N)C1 | -2 | i | i | i | i | i | i | 9 | i | i | 5
COc1ccc(Br)cc1/C=N/NC(=O)c1ccc(COc2ccc3c(c2)CCC3)o1 | -7 | i | i | i | i | i | i | -1 | i | i | -6
O=S(=O)(/C=C/c1ccccc1)N1CCN(Cc2ccccc2)CC1 | -2 | i | i | i | i | i | i | -6 | i | i | 0
CCn1cc(C(=O)NC(C)C2CC3CCC2C3)cn1 (centres undefined) | -4 | i | i | i | i | i | i | 0 | i | i | 1

Some of the entries so far, with two lines to a compound:
Sequence of screens: hERG rescue	KCNK3 block	KCNQ1 pot	KCNQ1 inh	KCNK9 block	PolyA inh	TRPC4 agonist	Dyrk1A ADPGlo	TRPC4 block	TRPC4 potent	Platelet DG rel
> COc1cc2c(cc1OC)CN(Cc1cc(=O)n3c(-c4ccccc4)csc3n1)CC2
  -6	i	i	i	i	i	122*	-8	i	i	-5
> O=S(=O)(/C=C/c1ccccc1)N1CCN(Cc2ccccc2)CC1
  -2	i	i	i	i	i	i	-6	i	i	0

Source: PubChem
